# Bioassay records (PubChem)
# S3 lipid droplet: qHTS Assay for Lipid Storage Modulators in Drosophila S3 Cells; Drosophila S3 cells, BODIPY lipid droplet fluorescence, 18-24 h; cells fed with added oleic acid; Potency in µM for hits, for the others lipid storage change, negative = inhibition, % at the top dose, mostly 46.1 µM; hit rate 0.64% among 320,000; active means well fitted inhibition curve with a large enough effect in the signal ratio, with a control signal flat, not every such curve was filed as active; inconclusive means small, poorly fitted or top-dose-only effect, or effect the other way, or a change in a side signal; the % refers to the signal ratio
#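 Laser-scanning cytometry quantifies lipid droplet accumulation (500–530 nm total intensity; droplet/cell object ratio) in oleic acid-fed (400 uM added) Drosophila S3 cells treated with a concentration series. 20 uM Triacsin C defined 100% inhibition.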
# S3 lipid droplet cell count max: also measured in S3 lipid droplet; calls as there; cell number change, %; measured here: cell count max response;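 cells counted by Cell Tracker Red CMTPX staining in the red channel; peak over a dose series mostly up to 46.1 µM; percent activity relative to internal control wells on each plate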
# Active calls of the source: *; i = inactive; ? = inconclusive; . = no result given; [ ] = remark or other dose. On the % scale 0 is the no-effect control and ±100 the full control effect; potency means the concentration at half of the fitted maximal effect. The list is partial; the hit share may differ from the screen's.
SMILES,S3 lipid droplet,S3 lipid droplet cell count max
COc1ccc(CCNC(=O)CN(c2ccccc2OC)S(C)(=O)=O)cc1OC,5.0%,0.5
O=C(Nc1ccc(Cl)cc1)Nc1ccccc1NS(=O)(=O)c1cccs1,?,.
O=C(Nc1sc2c(c1C(=O)NC1CCCCC1)CCC2)c1ccco1,?,.
Cc1csc(NC(=O)/C=C/c2ccco2)n1,-1.9%,-17.4
Cn1c(=O)c2ccccc2n2c(=S)[nH]nc12,14.6%,12.8
Cc1ccc(OCc2nnc(SCC(N)=O)n2N)cc1,-8.3%[9.22 µM],18.6
CCOc1ccc(-n2ccnc(SCC(=O)NCc3cccc(OC)c3)c2=O)cc1,?,.
Cc1cc2cc(CN(Cc3ccc4c(c3)OCO4)C(=O)c3cnccn3)c3nnnn3c2cc1C,?,.
COc1ccccc1OC(=O)c1ccc(S(=O)(=O)N(C)C)cc1,?,.
CCc1ccc2oc(=O)cc(CN3CCN(Cc4ccccc4)CC3)c2c1,i,4.5
O=C(Cc1ccccc1[N+](=O)[O-])NCCCN1CCOCC1,?,.
COc1cccc(C2c3[nH]c4ccccc4c3C[C@H]3C(=O)N(c4ccccc4C(=O)N4CCCC4C(=O)O)C(=O)N23)c1 (stereo not given in full),?,.
O=C(Cn1cnc2ccccc2c1=O)Nc1ccc2c(c1)CCC2,i,-6.9
CCOc1ccc(S(=O)(=O)N(C)c2ccc(OCC(=O)NCc3ccco3)cc2)cc1,?,.
Nc1nc(N)c2nc(CNc3ccc(C(=O)NC(CCC(=O)O)C(=O)O)cc3)cnc2n1 (stereo not given),-17.1%,-18.4
COC(=O)c1c(NC(=O)CSc2nnc(-c3cccnc3)n2Cc2ccco2)sc(C)c1C,?,.
c1ccc2c(c1)ncn2CCCOc1ccc2c(c1)CCC2,?,.
CC(=O)Nc1ccc2c(c1)N(C(C)=O)c1ccccc1CC2,-13.9%,-8.8
NC1=NC(c2cn[nH]c2-c2cccc(F)c2)n2c(nc3ccccc32)N1 (stereo not given),8.6%,-1.6
O=C(O)c1cnn(-c2nc(-c3ccc(F)cc3)cs2)c1C(F)(F)F,?,.
Cc1ccc(C)c(NC(=O)NNC(=O)c2cc3occc3[nH]2)c1,i,1.0
COc1ccc(CC(=O)OCC(=O)c2ccc(OC)c(OC)c2)cc1,?,.
N#Cc1nc(-c2ccco2)oc1N1CCCC1,?,.
COc1ccccc1CCNC(=O)c1cc(-c2ccncc2)nc2ccc(Br)cc12,-8.5%,-14.5
CCOC(=O)c1ccccc1NS(=O)(=O)c1ccc(S(=O)(=O)N2CCCC2)cc1,i,11.0
O=C(NC1CCSc2ccccc21)c1c(F)cccc1Cl (stereo not given),16.8%,10.3
Cc1cc(C(=O)COC(=O)c2ccc[nH]c2=O)c(C)n1-c1ccc(Br)cc1,?,.
CCCCS(=O)(=O)N1CCC(C(=O)Oc2ccc(Cl)cc2)CC1,2.6%,-3.1
CCCCCc1nc2sc3c(c2c(=O)n1NC(=O)c1ccc([N+](=O)[O-])cc1)CC(C)(C)OC3,-19.1%,-6.5
CCCC(C)NC(=O)c1ccc2[nH]c3c(c2c1)CC(C)CC3 (stereo not given),?,.
Cc1c(C(=O)OCC(=O)N2CC(=O)Nc3ccccc32)oc2ccc(Br)cc12,?,.
Cc1ccc(NS(=O)(=O)c2ccc3c(c2)CC(=O)N3)cc1F,?,.
O=C(COC(=O)/C=C/c1ccc(Cl)cc1)Nc1ccccc1-c1ccccc1,?,.
CSc1cccc(NC(=O)c2cccc3cccnc23)c1,?,.
COc1ccc(NC(=O)CCN2CC(C)OC(C)C2)c(OC)c1 (stereo not given),5.8%,12.3
CCOC(=O)c1[nH]c(C)c(C(=O)OC)c1C,12.8%,5.9
CC(=O)NCCc1cc2cc(C)c(C)cc2[nH]c1=O,?,.
COc1cccc(NC(=O)c2cc([N+](=O)[O-])ccc2N2CCN(C)CC2)c1,?,.
CC(=O)NC(CC(=O)NC1CCCCC1)c1ccccc1 (stereo not given),-1.2%,0.3
CCNc1nnc(SCC(=O)c2cc(C)n(C3CC3)c2C)s1,?,.
COc1ccc(C2=NN(c3nc(C(=O)O)cs3)C(O)(C(F)(F)F)C2)c(OC)c1 (stereo not given),-9.8%,7.5
CCOC(=O)N1CCC(N2C(=O)c3ccccc3C2Nc2ccc3c(C)cc(=O)oc3c2)CC1 (stereo not given),17.6%,-2.7
O=C(NCc1ccc(Cl)cc1)c1ccc(CNc2c(N3CCCC3)c(=O)c2=O)cc1,13.4%,.
CCOC(=O)c1sc(NC(=O)CSc2ncn[nH]2)c(C#N)c1C,?,.
CCCn1cc(S(=O)(=O)CC(=O)Nc2ccc(OCC)cc2)c2ccccc21,?,.

# Filtered by structure, the entries above with a thiophene ring, fused or not (5)
SMILES,S3 lipid droplet,S3 lipid droplet cell count max
O=C(Nc1ccc(Cl)cc1)Nc1ccccc1NS(=O)(=O)c1cccs1,?,.
O=C(Nc1sc2c(c1C(=O)NC1CCCCC1)CCC2)c1ccco1,?,.
COC(=O)c1c(NC(=O)CSc2nnc(-c3cccnc3)n2Cc2ccco2)sc(C)c1C,?,.
CCCCCc1nc2sc3c(c2c(=O)n1NC(=O)c1ccc([N+](=O)[O-])cc1)CC(C)(C)OC3,-19.1%,-6.5
CCOC(=O)c1sc(NC(=O)CSc2ncn[nH]2)c(C#N)c1C,?,.

# The list continues:
SMILES,S3 lipid droplet,S3 lipid droplet cell count max
COc1ccc(NC(=S)N2CCc3cc(OC)c(OC)cc3C2)cc1,-8.9%,9.6
Cc1ccc(C)c(C(=O)CN2C3=NCCCN3c3ccccc32)c1,-1.1%,-19.3
O=C(CSc1nnc2ccccn12)Nc1ccccc1C(=O)O,3.2%,4.1
O=C(NCCN1CCOCC1)c1cccs1,-2.6%,-12.2
CC(C(=O)Nc1ccccc1F)N1C(=O)c2ccccc2C1=O (stereo not given),11.5%,-4.9
O=C(c1ccc2c(=O)n3c(nc2c1)CCC3)N1CCN(S(=O)(=O)c2cccc(F)c2)CC1,?,.
COC(=O)c1[nH]c(C)c(/C(O)=C2\C(=O)C(=O)N(CCN(C)C)C2c2ccc(OC)cc2)c1C (stereo not given),12.4%,-9.9
CCOc1ccc(N=C2C(=O)N(CN3CCOCC3)c3ccccc32)cc1,?,.
COc1ccc(OC)c(/C=N/NC(=O)c2ccc3nc[nH]c3c2)c1,8.3%,10.9
COc1cccc(-c2c(NC(=O)c3ccco3)oc3ccccc3c2=O)c1,?,.
CC1CCCC(NC(=O)c2ccc(CNc3c(N4CCCC4)c(=O)c3=O)cc2)C1C (stereo not given),?,.
CC(=O)N1c2ccc(S(=O)(=O)N3CCC(C(=O)NC(C)c4ccccc4)CC3)cc2CC1C (stereo not given),i,-10.8
Cc1ccc2c(CC(=O)OC3CCOC3=O)coc2c1 (stereo not given),?,.
C=CCn1c(SCC(=O)N2N=C(c3ccco3)CC2c2ccco2)nnc1-c1ccncc1 (stereo not given),10.0%,6.6
CCOc1ccc(S(=O)(=O)N2CCN(C(=O)c3cc(-c4ccccc4)nn3-c3ccccc3)CC2)cc1,-5.5%,-5.2
COc1ccccc1Nc1nc(NCc2ccco2)c2ccccc2n1,?,.
CC1=NN(c2ccc(C(=O)O)cc2)C(=O)/C1=C/c1ccc(-c2ccccc2F)o1,?,.
CC(=O)c1ccc(NC(=O)CSc2nccn2C)cc1,10.7%,11.5
CC1CC(C)CN(CCCNC(=O)C2CCN(S(=O)(=O)N3CCCCC3)CC2)C1 (stereo not given),-0.2%,-22.0
O=C(CN1CCN(c2ccc(Cl)cc2)CC1)Nc1ccc(F)cc1,i,.
CCCCN(CC)CCCNC(=O)Cn1nc(Cc2cccnc2)c2ccccc2c1=O,5.0%,4.5
O=C1C2CCCN2C(c2ccccc2)N1c1cccc(Cl)c1 (stereo not given),?,.
CCOc1ccc(C(=O)NC(=S)Nc2ccc(NC(=O)CC)cc2)cc1[N+](=O)[O-],?,.
Cc1ccc2c(c1)N(C(=O)CCC(=O)NC1CCN(Cc3ccccc3)CC1)CC(C)O2 (stereo not given),1.8%,6.3
Cn1c(=O)c2c(ncn2CC(=O)N/N=C/C=C/c2ccco2)n(C)c1=O,10.5%,9.2
Cc1nc(SCc2ccccc2F)c2cnn(-c3ccccc3)c2n1,?,.
CCN(CC)C(=O)c1ccc(-c2nnc(Nc3ccc(C(=O)NC)cc3)c3ccccc23)cc1,-27.6%,-10.6
CN1C(=O)c2oc3ccccc3c(=O)c2C1c1ccncc1 (stereo not given),-1.5%,-4.0
O=C(CCC(=O)N1CCOCC1)NCc1cccc(C(F)(F)F)c1,?,.
COC(=O)c1ccn(Cc2ccccc2Cl)n1,5.7%,26.6
COC(=O)c1[nH]c2ccc(C)cc2c1NC(=O)C1=COCCO1,?,.
C=C(C)CNC(=O)c1ccc(OC2CCN(S(=O)(=O)N(C)C)CC2)cc1,-9.2%,5.3
Cc1noc(C)c1S(=O)(=O)Nc1ccc(C(=O)O)cc1,-9.1%,5.6
CCOC(=O)CNC(=O)CSc1nc(Cc2cccs2)nc2ccccc12,-32.5%,-11.5
COc1ccc(C2C(C(=O)N3CCCCC3)c3ccccc3C(=O)N2C)cc1 (stereo not given),23.2%,2.2
Cc1ccc(Nc2cc(C)nn2-c2nc(C)cc(=O)[nH]2)cc1,?,.
CCn1ccc(C(=O)Oc2ccc(C(C)C)cc2)n1,?,.
O=C(CSc1ccc2ccccc2n1)NCCC1=CCCCC1,-21.8%,.
Cn1ccc(NC(=O)c2ccc(Cl)cc2Cl)n1,9.1%,20.7
O=c1c2cc(N3CCOCC3)ccc2[nH]c(=S)n1Cc1ccco1,?,.
O=C(NCCc1ccc(Cl)cc1)c1ccc(OCC2CCCO2)cc1 (stereo not given),?,.
COc1cccc(C(=O)Nc2ccc3[nH]ncc3c2)c1OC,i,18.6
Nc1cc(N)cc(C(=O)Nc2ccc3c(c2)C(=O)NC3=O)c1,?,.
N#CCCN(Cc1cccnc1)C(=O)c1ccc(S(=O)(=O)N2CCOCC2)cc1,?,.
O=C(CCN1C(=O)COc2ccccc21)NCCN1CCN(c2cccc(Cl)c2)CC1,i,.
CCCc1cc(C(=O)N2CCN(C(c3ccccc3)c3ccccc3)CC2)no1,?,.
CC(C)C(=O)Nc1ccc(Oc2ccc3c(c2)C(=O)NC3=O)cc1,-5.2%,29.3
COc1cccc(CC(=O)OCC(=O)NC2(C#N)CCCC2)c1,21.4%,-0.1
O=C(CNC(=O)c1ccc(Cl)cc1)OCC(=O)c1ccccc1,12.5%,0.7
O=C(N/N=C/c1ccncc1)c1ccc(NC(=O)c2ccc(Cl)cc2)cc1,?,.
Cc1ccc(NC(=S)Nc2cc(C(=O)O)ccc2N2CC3CC(C2)c2cccc(=O)n2C3)cc1C (stereo not given),?,.
O=C(c1cccc(NS(=O)(=O)c2cccc(F)c2)c1)N1CCCC1,-23.1%,8.8
Cc1cc(NC(=O)NC(C(F)(F)F)C(F)(F)F)no1,1.7%,19.4
COc1cccc(C(=O)Nc2nnc(CCS(=O)(=O)c3ccc(C)cc3)s2)c1,?,.
CNc1ncc(C(=O)c2ccc(Br)cc2)s1,?,.
CCOc1ccc(NC(=O)Nc2ccc(NC(C)=O)cc2)cc1,3.1%,11.0
COCCOC(=O)c1c(C)n(C)c2ccc(OC(=O)c3cccs3)cc12,-8.3%,4.6
CC(=O)Nc1ccc(OC(=O)c2ccc(Cl)cc2)cc1,3.2%,0.1
Cn1c2ccccc2c2cnn(CC(=O)NCCCN3CCN(c4ccccc4F)CC3)c(=O)c21,?,.
Cc1cc(NC(=O)CSc2ccc(-c3ccc4c(c3)OCO4)nn2)no1,?,.

# Six of the entries above in order of their number in S3 lipid droplet cell count max, lowest first.
SMILES,S3 lipid droplet,S3 lipid droplet cell count max
COc1cccc(CC(=O)OCC(=O)NC2(C#N)CCCC2)c1,21.4%,-0.1
CC(=O)Nc1ccc(OC(=O)c2ccc(Cl)cc2)cc1,3.2%,0.1
COCCOC(=O)c1c(C)n(C)c2ccc(OC(=O)c3cccs3)cc12,-8.3%,4.6
O=C(c1cccc(NS(=O)(=O)c2cccc(F)c2)c1)N1CCCC1,-23.1%,8.8
CCOc1ccc(NC(=O)Nc2ccc(NC(C)=O)cc2)cc1,3.1%,11.0
CC(C)C(=O)Nc1ccc(Oc2ccc3c(c2)C(=O)NC3=O)cc1,-5.2%,29.3

# (more compounds)
SMILES,S3 lipid droplet,S3 lipid droplet cell count max
CC(=O)c1ccc(NC(=S)N2C(C)CCCC2C)cc1 (stereo not given),6.9%,6.8
C/C(CC(=O)Nc1ccc(Cl)c(Cl)c1)=N\NC(=O)Cc1ccccc1,?,.
COc1ccc(C(=O)NNC(=O)c2ccc(S(=O)(=O)N3CCCCC3)cc2)cc1,10.3%,15.1
c1ccc(Oc2ccc(-c3ccnc4nc(N5CCN(c6ccccc6)CC5)nn34)cc2)cc1,0.8%,-0.2
CCNC(=O)CC1C(=O)N(c2ccccc2)C(=O)N1CCOC (stereo not given),i,.
COc1ccc(NC(=O)CSc2c(C)n[nH]c2C)cc1,i,.
COC(=O)c1ccc(N2CCN(c3ccccc3)CC2)nc1,1.0%,14.3
O=C(COC(=O)C1(c2ccccc2)CC1)NNC(=O)c1ccccc1F,i,-5.1
Cc1ccccc1Cn1c2ccccc2c2cnn(CC(=O)NCc3ccco3)c(=O)c21,?,.
COc1ccc([N+](=O)[O-])cc1NC(=O)COC(=O)/C=C/c1ccco1,?,.
COCCn1nnnc1C(c1cc2cccc(C)c2[nH]c1=O)N1CCN(c2ccccc2F)CC1 (stereo not given),i,28.7
O=C(NCc1n[nH]c(=S)n1-c1ccccc1)c1cccs1,?,.
CCOc1ccccc1N1CC(C(=O)Nc2ccc3c(c2)OCCO3)CC1=O (stereo not given),?,.
CC(=O)c1ccc(NC(=S)NCCc2ccc(S(N)(=O)=O)cc2)cc1,21.5%,.
COc1ccc(Cl)cc1-c1nc(N)nc(N(C)C)n1,i,-3.1
